PREPL inhibitor = PREPL enzyme inhibitors, primary screen, biochemical, fluorescence polarization; Prolyl endopeptidase-like (Homo sapiens), Q4J6C6; recombinant PREPL, fluorescence polarization activity-based probe; inhibition, % at 5.96 µM; 320,000 compounds, 0.68% hits; AID 2751, 2010; in the data active = inhibition above about 43%;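 also: 0% = enzyme with DMSO and 100% = wells lacking enzyme; many of its hits are not listed in these tables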
Target sequence (Q4J6C6 whole entry, looked up): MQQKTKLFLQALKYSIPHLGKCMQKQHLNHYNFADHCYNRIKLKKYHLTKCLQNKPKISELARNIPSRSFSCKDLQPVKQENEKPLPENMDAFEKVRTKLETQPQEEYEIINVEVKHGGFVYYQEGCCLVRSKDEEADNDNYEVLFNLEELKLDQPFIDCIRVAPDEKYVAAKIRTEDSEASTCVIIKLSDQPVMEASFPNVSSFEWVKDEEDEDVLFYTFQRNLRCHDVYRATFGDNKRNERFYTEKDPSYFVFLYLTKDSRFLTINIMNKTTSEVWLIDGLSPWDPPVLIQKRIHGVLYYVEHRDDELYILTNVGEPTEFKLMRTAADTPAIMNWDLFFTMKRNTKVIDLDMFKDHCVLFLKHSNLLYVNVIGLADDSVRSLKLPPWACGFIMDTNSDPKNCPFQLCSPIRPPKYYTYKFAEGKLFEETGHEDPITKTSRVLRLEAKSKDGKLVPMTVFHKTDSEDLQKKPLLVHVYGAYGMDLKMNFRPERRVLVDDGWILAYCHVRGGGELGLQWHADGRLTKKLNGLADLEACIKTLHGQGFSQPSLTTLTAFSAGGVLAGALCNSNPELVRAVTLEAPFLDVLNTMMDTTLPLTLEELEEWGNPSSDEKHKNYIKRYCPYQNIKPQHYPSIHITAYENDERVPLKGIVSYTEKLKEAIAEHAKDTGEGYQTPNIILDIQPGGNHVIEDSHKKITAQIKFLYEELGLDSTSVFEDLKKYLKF
PAD4 inh = human PAD4 inhibitors, primary screen, biochemical, fluorescence polarization, 1536-well format; Protein-arginine deiminase type-4 (Homo sapiens), Q9UM07; recombinant PAD4, RCA probe fluorescence polarization; inhibition, % at 6.36 µM; 330,000 compounds, 0.41% hits;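 active = percent inhibition above a cutoff equal to the mean of all tested compounds plus 3 SD, cut at about 15% in these data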;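 also: 0% = PAD4 with RCA probe and DMSO and 100% = probe without PAD4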
GSTO1 counter = inhibitors of recombinant GSTO1, primary screen, counter-screen for RBBP9 inhibitor project, biochemical, fluorescence polarization | Glutathione S-transferase omega-1 (Homo sapiens), P78417 | activity-based probe fluorescence polarization | inhibition, % at 5.96 µM | 300,000 compounds, 1.1% hits | AID 1974, 2009;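 active = inhibition above the campaign mean inhibition plus 3 SD, cut at about 35% in these data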;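 also: 0% = GSTO1-1 with DMSO and 100% = wells lacking GSTO1-1 enzyme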
Target sequence (P78417 whole entry, looked up): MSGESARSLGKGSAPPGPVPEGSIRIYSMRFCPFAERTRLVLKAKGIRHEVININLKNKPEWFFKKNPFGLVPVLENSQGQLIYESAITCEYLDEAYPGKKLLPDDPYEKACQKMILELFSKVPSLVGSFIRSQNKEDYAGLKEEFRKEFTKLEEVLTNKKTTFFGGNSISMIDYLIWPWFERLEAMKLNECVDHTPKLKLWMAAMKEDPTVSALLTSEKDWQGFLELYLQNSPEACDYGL
LYPLA1 counter = LYPLA1 inhibitors, primary screen, counter-screen for PME1 inhibitor project, biochemical, fluorescence polarization, FP-Rh probe ABPP; Acyl-protein thioesterase 1 (Homo sapiens), O75608; recombinant LYPLA1; inhibition, % at 5.9 µM; 320,000 compounds, 0.16% hits;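 active = inhibition above the mean of all tested compounds plus 3 SD, set per campaign, cut at about 14% in these data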;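 also: inhibitors block serine hydrolase probe labeling of LYPLA1 so polarization falls; 0% = enzyme with DMSO and 100% = wells lacking LYPLA1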
LYPLA2 inh = LYPLA2 inhibitors, primary screen, counter-screen for PME1 inhibitor project, biochemical, fluorescence polarization, FP-Rh probe ABPP. Acyl-protein thioesterase 2 (Homo sapiens), O95372. recombinant LYPLA2. inhibition, % at 5.9 µM. 320,000 compounds, 0.38% hits;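 active = inhibition above the screen-wide mean plus 3 SD, limit set per campaign, cut at about 26% in these data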;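 also: 0% = LYPLA2 with DMSO and 100% = wells lacking LYPLA2 enzyme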
pPAFAH inh = pPAFAH enzyme inhibitors, primary screen, biochemical, fluorescence polarization, human; Platelet-activating factor acetylhydrolase (Homo sapiens), Q13093; recombinant pPAFAH, FP-rhodamine probe fluorescence polarization; inhibition, % at 3.39 µM; 330,000 compounds, 1.5% hits; AID 463082, 2010;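 active = inhibition above the mean inhibition across the screen plus 3 SD, cut at about 25% in these data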;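 also: inhibitors block binding of the rhodamine activity-based probe so polarization drops; 0% = enzyme with DMSO and 100% = wells lacking pPAFAH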
PAFAH1B2 inh = PAFAH1B2 enzyme inhibitors, primary screen, biochemical, fluorescence polarization, human | AID 492953, 2010 | 340,000 compounds, 1.2% hits | recombinant PAFAH1B2, FP-rhodamine activity probe | inhibition, % at 3.39 µM;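 active = inhibition above the mean of all tested compounds plus 3 SD, cut at about 24% in these data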;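 also: 0% = enzyme with DMSO and 100% = wells lacking PAFAH1B2; many of its hits are not listed in these tables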
PAFAH1B3 FP inh = PAFAH1B3 enzyme inhibitors, primary screen, biochemical, fluorescence polarization, human | Platelet-activating factor acetylhydrolase IB subunit alpha1 (Homo sapiens), Q15102 | recombinant PAFAH1B3, FP-rhodamine probe | inhibition, % at 3.39 µM | 340,000 compounds, 0.28% hits;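 active = inhibition above the screen-wide average of all tested compounds plus 3 SD, cut at about 25% in these data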;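 also: 0% = enzyme with DMSO only and 100% = wells lacking PAFAH1B3 protein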
PAFAH2 FP inh = PAFAH2 enzyme inhibitors, primary screen, biochemical, fluorescence polarization, human; Platelet-activating factor acetylhydrolase 2, cytoplasmic (Homo sapiens), Q99487; inhibition, % at 3.39 µM; 340,000 compounds, 0.99% hits; recombinant PAFAH2, FP-rhodamine activity probe;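 active = inhibition above the mean over all tested compounds plus 3 SD, cut at about 30% in these data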;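 also: inhibitors block probe labeling of enzyme so polarization drops; 0% = enzyme with DMSO and 100% = wells lacking PAFAH2 protein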
* hit, by the source's call. A portion of the library (hit frequency here may not be typical).

For Cc1nc(-c2ccc([N+](=O)[O-])cc2)sc1C(=O)O the results were PREPL inhibitor 19, PAD4 inh -1, GSTO1 counter 4, LYPLA1 counter 2, LYPLA2 inh 2, pPAFAH inh 1, PAFAH1B2 inh 4, PAFAH1B3 FP inh 5 and PAFAH2 FP inh 5.
For CCOC(=O)/C(=N/Nc1ccccc1)Sc1nnc(CCc2ccccc2)n1-c1ccccc1 the results were PREPL inhibitor 8, PAD4 inh 1, GSTO1 counter 5, LYPLA1 counter 5, LYPLA2 inh 1, pPAFAH inh 7, PAFAH1B2 inh 6, PAFAH1B3 FP inh 7 and PAFAH2 FP inh -4.
Screening O=[N+]([O-])c1ccccc1SN(Cc1ccccc1)c1ccccn1 returned PREPL inhibitor 5, PAD4 inh 8, GSTO1 counter 5, LYPLA1 counter 3, LYPLA2 inh 5, pPAFAH inh 15, PAFAH1B2 inh -1, PAFAH1B3 FP inh 7 and PAFAH2 FP inh 11.
Screening COc1ccccc1-n1ccnc(SCC(=O)NC2CCCCC2)c1=O returned PREPL inhibitor 11, PAD4 inh 3, GSTO1 counter 10, LYPLA1 counter 3, LYPLA2 inh -5, pPAFAH inh -4, PAFAH1B2 inh 3, PAFAH1B3 FP inh 2 and PAFAH2 FP inh -2.
For COc1ccc(CN(C(=O)c2ccco2)c2ccccc2)cc1 the results were PREPL inhibitor -8, PAD4 inh 2, GSTO1 counter 4, LYPLA1 counter 2, LYPLA2 inh 1, pPAFAH inh 0, PAFAH1B2 inh 3, PAFAH1B3 FP inh 0 and PAFAH2 FP inh -1.
For COc1ccc(C(=O)COC(=O)C2CCC(=O)N2)cc1 (centres undefined) the results were PREPL inhibitor -2, PAD4 inh 0, GSTO1 counter 1, LYPLA1 counter -1, LYPLA2 inh -1, pPAFAH inh 3, PAFAH1B2 inh -2, PAFAH1B3 FP inh 2 and PAFAH2 FP inh -12.
COc1cc(OC)c2c(C)cc(=O)oc2c1C(CCN1CCN(c2ccccc2)CC1)c1ccc2c(c1)OCO2 (centres undefined) was read as PREPL inhibitor 2, PAD4 inh 1, GSTO1 counter -1, LYPLA1 counter 1, LYPLA2 inh 1, pPAFAH inh 9, PAFAH1B2 inh -7, PAFAH1B3 FP inh -4 and PAFAH2 FP inh -4.
Screening O/N=C/c1cccn1-c1ccc(O)cc1 returned PREPL inhibitor -1, PAD4 inh 2, GSTO1 counter 2, LYPLA1 counter -2, LYPLA2 inh -10, pPAFAH inh 2, PAFAH1B2 inh 9, PAFAH1B3 FP inh -9 and PAFAH2 FP inh 0.
Screening Cc1cc2ncn(/N=C/c3cccnc3)c2cc1C returned PREPL inhibitor 1, PAD4 inh -3, GSTO1 counter -4, LYPLA1 counter -3, LYPLA2 inh -6, pPAFAH inh 3, PAFAH1B2 inh 2, PAFAH1B3 FP inh 3 and PAFAH2 FP inh 5.
`CCCCCCCCCCOC(=O)Cn1c(COc2ccccc2C)[n+](C)c2ccccc21` gave PREPL inhibitor -118, PAD4 inh 0, GSTO1 counter 1, LYPLA1 counter 3, LYPLA2 inh 12, pPAFAH inh 8, PAFAH1B2 inh 1, PAFAH1B3 FP inh -3 and PAFAH2 FP inh 4.
`COc1cc(CCC(=O)NNC(=O)c2ccc(C)cc2)cc(OC)c1OC` gave PREPL inhibitor 0, PAD4 inh -2, GSTO1 counter 6, LYPLA1 counter -3, LYPLA2 inh -1, pPAFAH inh 3, PAFAH1B2 inh 3, PAFAH1B3 FP inh 9 and PAFAH2 FP inh -8.
CCN1CCN(C(=S)c2ccc(OCC(=O)Nc3ccc(OC)cc3)cc2)CC1 was read as PREPL inhibitor 11, PAD4 inh 0, GSTO1 counter 4, LYPLA1 counter -2, LYPLA2 inh 3, pPAFAH inh 1, PAFAH1B2 inh 5, PAFAH1B3 FP inh 6 and PAFAH2 FP inh 3.
`CCN(CC)CCNC(=O)c1cn(CC)c2ccc(S(=O)(=O)N3CCc4ccccc4C3)cc2c1=O` gave PREPL inhibitor 3, PAD4 inh -4, GSTO1 counter 1, LYPLA1 counter 4, LYPLA2 inh 6, pPAFAH inh 8, PAFAH1B2 inh 3, PAFAH1B3 FP inh 4 and PAFAH2 FP inh 3.
Screening Cc1ccc(NC(=O)CSc2nc3[nH]ncc3c(=O)[nH]2)cc1Cl returned PREPL inhibitor -25, PAD4 inh -1, GSTO1 counter -11, LYPLA1 counter 6, LYPLA2 inh 6, pPAFAH inh 1, PAFAH1B2 inh -6, PAFAH1B3 FP inh -4 and PAFAH2 FP inh 1.
`CONC(=O)Nc1ccccc1[N+](=O)[O-]` gave PREPL inhibitor -9, PAD4 inh -3, GSTO1 counter -3, LYPLA1 counter 1, LYPLA2 inh -1, pPAFAH inh 4, PAFAH1B2 inh 4, PAFAH1B3 FP inh 12 and PAFAH2 FP inh 5.
`CC(C)(C)c1cc(NC(=O)c2cccnc2)no1` gave PREPL inhibitor 3, PAD4 inh -2, GSTO1 counter 0, LYPLA1 counter -1, LYPLA2 inh 5, pPAFAH inh 0, PAFAH1B2 inh 3, PAFAH1B3 FP inh 3 and PAFAH2 FP inh -3.
`COc1ccc(NC(=O)c2ccccc2N(Cc2ccccc2)S(C)(=O)=O)cc1` gave PREPL inhibitor 20, PAD4 inh -6, GSTO1 counter -7, LYPLA1 counter -2, LYPLA2 inh -2, pPAFAH inh 2, PAFAH1B2 inh 8, PAFAH1B3 FP inh 8 and PAFAH2 FP inh 5.
Cc1cc(C)nc(NC(=O)/C=C/c2ccc(Cl)cc2Cl)c1 was read as PREPL inhibitor -10, PAD4 inh 9, GSTO1 counter -2, LYPLA1 counter -29, LYPLA2 inh -55, pPAFAH inh -21, PAFAH1B2 inh -2, PAFAH1B3 FP inh -3 and PAFAH2 FP inh -14.
For O=C(OC1CSc2nc3ccccc3n2C1)c1ccco1 (centres undefined) the results were PREPL inhibitor 8, PAD4 inh 3, GSTO1 counter -9, LYPLA1 counter 1, LYPLA2 inh -1, pPAFAH inh 7, PAFAH1B2 inh 1, PAFAH1B3 FP inh 5 and PAFAH2 FP inh -1.
O=C(NCc1cccs1)c1ccc(S(=O)(=O)N2CCCCC2)cc1 was read as PREPL inhibitor 5, PAD4 inh -7, GSTO1 counter 4, LYPLA1 counter 1, LYPLA2 inh -4, pPAFAH inh 3, PAFAH1B2 inh 4, PAFAH1B3 FP inh 5 and PAFAH2 FP inh -5.
Screening CCOc1ccc2nc(NC(=O)C(CCSC)NS(=O)(=O)c3cccs3)sc2c1 (centres undefined) returned PREPL inhibitor -12, PAD4 inh 2, GSTO1 counter 6, LYPLA1 counter -5, LYPLA2 inh -8, pPAFAH inh 0, PAFAH1B2 inh -3, PAFAH1B3 FP inh 4 and PAFAH2 FP inh 3.
`COc1cc2cc(C(c3nnnn3C3CCCCC3)N(C)C3CCCCC3)c(=O)[nH]c2cc1OC` (centres undefined) gave PREPL inhibitor -1, PAD4 inh 0, GSTO1 counter 7, LYPLA1 counter -3, LYPLA2 inh -3, pPAFAH inh -5, PAFAH1B2 inh 4, PAFAH1B3 FP inh 3 and PAFAH2 FP inh -10.
For Fc1ccc(CNCc2ccc(Br)cc2)cc1 the results were PREPL inhibitor 4, PAD4 inh -4, GSTO1 counter -1, LYPLA1 counter 0, LYPLA2 inh 1, pPAFAH inh 6, PAFAH1B2 inh -2, PAFAH1B3 FP inh -4 and PAFAH2 FP inh 0.
For CN(C)/C=C/C(=O)/C=C/c1ccc(Cl)cc1 the results were PREPL inhibitor 13, PAD4 inh 3, GSTO1 counter 0, LYPLA1 counter -4, LYPLA2 inh -9, pPAFAH inh 37*, PAFAH1B2 inh 6, PAFAH1B3 FP inh 6 and PAFAH2 FP inh 7.
`Cc1ccc(S(=O)(=O)NC(=O)Nc2ccc(Cl)cn2)cc1` gave PREPL inhibitor 17, PAD4 inh 0, GSTO1 counter 10, LYPLA1 counter -3, LYPLA2 inh 5, pPAFAH inh -5, PAFAH1B2 inh 2, PAFAH1B3 FP inh 1 and PAFAH2 FP inh -5.
Screening COc1cccc(N2CC(NC(=O)c3cccc4ccccc34)CC2=O)c1 (centres undefined) returned PREPL inhibitor 2, PAD4 inh -1, GSTO1 counter 7, LYPLA1 counter 2, LYPLA2 inh 7, pPAFAH inh 5, PAFAH1B2 inh 3, PAFAH1B3 FP inh 6 and PAFAH2 FP inh 3.
`COc1ccc(OC)c(NC(=O)CN2C(=O)c3ccccc3S2(=O)=O)c1` gave PREPL inhibitor 1, PAD4 inh -2, GSTO1 counter 1, LYPLA1 counter -3, LYPLA2 inh 9, pPAFAH inh 2, PAFAH1B2 inh -2, PAFAH1B3 FP inh 7 and PAFAH2 FP inh 0.
`COC(=O)C(C)Sc1nc(N)c(NC(=O)c2ccco2)c(=O)[nH]1` (centres undefined) gave PREPL inhibitor -4, PAD4 inh -5, GSTO1 counter 5, LYPLA1 counter -1, LYPLA2 inh 0, pPAFAH inh -2, PAFAH1B2 inh 8, PAFAH1B3 FP inh 3 and PAFAH2 FP inh 3.
CCOC(=O)c1ccc(N2C=C(C(=O)OC)C(c3ccc(OC)c(O)c3)C(C(=O)OC)=C2)cc1 was read as PREPL inhibitor -4, PAD4 inh 1, GSTO1 counter -9, LYPLA1 counter 4, LYPLA2 inh 1, pPAFAH inh -2, PAFAH1B2 inh 3, PAFAH1B3 FP inh 5 and PAFAH2 FP inh 4.
`CCOc1cccc(C(=O)NC(=S)Nc2ccc(N3CCCC3)cc2)c1` gave PREPL inhibitor -1, PAD4 inh -2, GSTO1 counter 1, LYPLA1 counter 0, LYPLA2 inh -3, pPAFAH inh 0, PAFAH1B2 inh 0, PAFAH1B3 FP inh 3 and PAFAH2 FP inh 10.
Screening COc1ccc(NC(=O)C2CCN(S(C)(=O)=O)CC2)cc1 returned PREPL inhibitor 7, PAD4 inh 5, GSTO1 counter -1, LYPLA1 counter 2, LYPLA2 inh 2, pPAFAH inh 3, PAFAH1B2 inh 1, PAFAH1B3 FP inh 15 and PAFAH2 FP inh -1.
`CC(C)Oc1cccc(C(=O)Nc2ccc(N3CCN(C)CC3)cc2)c1` gave PREPL inhibitor -1, PAD4 inh 4, GSTO1 counter -4, LYPLA1 counter -1, LYPLA2 inh 8, pPAFAH inh 5, PAFAH1B2 inh 2, PAFAH1B3 FP inh 1 and PAFAH2 FP inh -2.
Cc1ccc(S(=O)(=O)N(C)c2nc3ccccc3n3c(C(C)C)nnc23)cc1 was read as PREPL inhibitor -6, PAD4 inh -13, GSTO1 counter -4, LYPLA1 counter -14, LYPLA2 inh -20, pPAFAH inh -1, PAFAH1B2 inh -4, PAFAH1B3 FP inh 4 and PAFAH2 FP inh -8.

Screening results (PubChem)
